UPR XBP1 act – activators of adaptive arm of unfolded protein response (XBP1). CHO-XBP1 luciferase reporter, IRE1-XBP1 UPR activation, luminescence; percent of tunicamycin response, DMSO as zero. activation, % at 20 µM. 330,000 compounds, 0.33% hits. AID 463104;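 active = versus positive control, 20 µM dose yields 30% or more activation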;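 note: 100% = tunicamycin at 10 µg/mL and 0% = DMSO only wells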
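Material: CHO-XBP1 cells stably carrying IRE1-XBP1-driven luciferase reporter | Medium: F12 with 10% serum | Compound dosing: 20 µM single concentration, DMSO 1% | Incubation: Overnight seeding at 37 °C, 6 h compound treatment at 37 °C | Detection: Steady-Glo luminescence read | Read-out basis: % activation of reporter signal versus tunicamycin and DMSO controls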
697 NFkB inh – inhibitors of the PMA/ionomycin-induced NF-kB reporter in 697 B cells | inhibition, % at 4 µM | 697 B-cell NF-kB luciferase reporter, 16 h | 330,000 compounds, 0.33% hits; in the data active = inhibition above about 35%
Mdm2 MdmX PPI – disrupts the human Mdm2-MdmX interaction. O15151+Q00987. inhibition, % at 8 µM. 330,000 compounds, 3% hits. SaOS-2 split-luciferase Mdm2/MdmX complementation, luminescence;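 active = inhibition of at least 50% at 8 µM in the primary screen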
Target sequence (O15151 whole entry, looked up): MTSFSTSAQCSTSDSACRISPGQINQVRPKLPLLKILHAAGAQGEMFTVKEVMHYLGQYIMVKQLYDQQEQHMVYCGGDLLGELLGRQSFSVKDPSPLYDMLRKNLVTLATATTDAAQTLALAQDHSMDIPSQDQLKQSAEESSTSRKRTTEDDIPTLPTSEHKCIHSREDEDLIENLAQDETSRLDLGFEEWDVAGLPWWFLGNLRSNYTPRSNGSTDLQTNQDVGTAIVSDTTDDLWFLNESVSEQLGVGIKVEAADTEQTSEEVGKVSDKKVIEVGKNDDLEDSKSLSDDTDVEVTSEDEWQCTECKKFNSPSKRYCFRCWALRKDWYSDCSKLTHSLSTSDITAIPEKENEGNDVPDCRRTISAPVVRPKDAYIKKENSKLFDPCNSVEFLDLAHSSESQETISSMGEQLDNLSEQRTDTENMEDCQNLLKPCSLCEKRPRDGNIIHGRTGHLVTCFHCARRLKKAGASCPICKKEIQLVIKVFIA
Target sequence (Q00987 whole entry, looked up): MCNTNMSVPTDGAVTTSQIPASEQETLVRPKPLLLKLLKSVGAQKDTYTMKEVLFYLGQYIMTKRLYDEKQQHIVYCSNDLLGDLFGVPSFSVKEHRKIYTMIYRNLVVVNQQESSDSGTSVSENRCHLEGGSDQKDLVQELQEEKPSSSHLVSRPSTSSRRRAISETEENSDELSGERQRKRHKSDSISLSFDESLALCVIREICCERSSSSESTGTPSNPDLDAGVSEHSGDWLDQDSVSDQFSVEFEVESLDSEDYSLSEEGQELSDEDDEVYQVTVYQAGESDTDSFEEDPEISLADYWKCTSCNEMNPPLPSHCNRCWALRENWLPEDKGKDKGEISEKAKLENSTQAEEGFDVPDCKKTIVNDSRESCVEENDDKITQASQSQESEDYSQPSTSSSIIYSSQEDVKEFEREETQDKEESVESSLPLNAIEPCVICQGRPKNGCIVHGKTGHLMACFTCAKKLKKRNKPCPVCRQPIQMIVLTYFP
APJ antag – antagonists of human APJ apelin receptor | P35414 | CHO-K1 APJ beta-arrestin complementation, luminescence | inhibition, % at 20 µM | 330,000 compounds, 0.32% hits | AID 2521;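 active = inhibition above about 40% at 20 µM, limit read from the data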;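 note: cells challenged with 10 nM apelin-13 agonist together with compound; plate controls were apelin-13 plus DMSO wells for no effect and DMSO wells lacking apelin-13 for full effect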
APJ ag – APJ receptor agonism; P35414; CHO-K1 APJ PathHunter beta-arrestin, luminescence; 0% DMSO wells, 100% apelin; activation, % at 20 µM; 330,000 compounds, 0.11% hits; AID 2520;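 active = activation more than six SD over the plate average, tested at 20 µM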;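 note: 0% = DMSO alone and 100% = apelin-13 at 10 nM; some results filed as inactive read as strong as hits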
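Assay system: CHO-K1 cells stably expressing ProLink-tagged human APJ and arrestin–beta-gal acceptor. Compound dosing: 20 µM single point, 1% DMSO. Times: 16-18 h seeding, 90 min dark compound exposure, 60 min detection. Detection: beta-gal luminescence. Evaluation: APJ–arrestin association signal. Controls: negative DMSO alone, positive Apelin-13 at 10 nM.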
Jurkat NFkB inh – lowers PMA/ionomycin-induced NF-kB signal in Jurkat cells; 330,000 compounds, 0.53% hits; AID 435003; PMA/ionomycin-induced NF-kB luciferase reporter, luminescence; inhibition, % at 4 µM; in the data active = inhibition above about 50%
UPR CHOP act – activators of apoptotic arm of unfolded protein response (CHOP); CHO-CHOP luciferase reporter, UPR activation, luminescence; percent of tunicamycin response over DMSO baseline; activation, % at 10 µM; 330,000 compounds, 0.34% hits; AID 449763;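 active = at 10 µM dose, activation of 40% or more, normalized to positive control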;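 note: 100% = tunicamycin at 10 µg/mL and 0% = DMSO alone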
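Assay system: CHO-CHOP cells, stable luciferase reporter of PERK-eIF2a-CHOP signalling / Buffer or medium: F12 plus 10% serum / Compound dosing: one dose, 10 µM in 0.5% DMSO / Times: 6 h compound treatment, 37 °C / Technique: luciferase luminescence / Read-out: % reporter activation, DMSO baseline versus tunicamycin full activation / Benchmarks: tunicamycin and DMSO controls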
tim23-1 inh – tim23-1 yeast growth inhibition | S. cerevisiae tim23-1 growth, BacTiter-Glo luminescence, 24 h | inhibition, % at 20 µM | 330,000 compounds, 1.3% hits | AID 463212;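 active = growth inhibition of the mutant yeast at or above 50%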;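 note: temperature-sensitive mutant grown at 25 °C; plate controls were DMSO-treated mutant yeast for no effect and medium wells lacking yeast for full effect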
* = called active by the depositor.

SMILES	UPR XBP1 act	697 NFkB inh	Mdm2 MdmX PPI	APJ antag	APJ ag	Jurkat NFkB inh	UPR CHOP act	tim23-1 inh
CC(C)n1nc(C(=O)NNC(=O)c2ccncc2)c2ccccc2c1=O	3.4	6.8	-13.0	-0.1	4.7	-1.9	2.0	12.4
COC(=O)c1ccccc1NC(=O)CSc1n[nH]c(CC(C)C)n1	-2.8	-4.0	-3.3	6.7	-3.4	-13.3	-0.4	7.2
O=[N+]([O-])c1ccc(C[n+]2cc(-c3ccc(Cl)c(Cl)c3)n3c2CCCCC3)cc1	4.6	-3.0	7.8	-2.3	3.5	-9.5	-0.6	-24.9
CCCCOC(=O)/C=C\C(=O)NC(N)=O	-4.7	-11.3	7.6	10.7	1.0	5.5	88.1*	16.8
COc1ccc(/C=C/C2=Nc3ccccc3NC(C)(C)C2)cc1OC	0.1	-93.8	-4.7	-11.5	-2.8	-56.1	2.9	50.8*
Cc1ccc(S(=O)(=O)N2CCOCC2)cc1C(=O)Nc1ccc(C(N)=O)cc1	-0.6	6.1	-6.2	-2.8	-5.4	0.7	-1.4	0.5
Nc1nc(-c2ccccc2)c(N=Nc2cccc3ccccc23)s1	0.1	9.4	25.7	39.1	-9.1	-1.4	-0.9	29.1
C/C(=C\C(=S)Nc1ccccc1)Nc1ccc2ccccc2c1	1.4	-38.1	-20.6	-13.7	2.9	-21.6	6.3	34.4
Cn1c(Nc2cccc(Cl)c2)nc2ccccc21	-0.1	-23.8	-18.1	11.5	-0.3	-17.0	3.7	25.2
O=C(NC1CCCC1)c1cc(-c2ccccc2O)on1	2.5	-10.7	-114.0	9.2	-6.2	-104.7	5.3	5.5
C=CCN=C1S/C(=C/c2ccc([N+](=O)[O-])cc2)C(=O)N1CC=C	3.0	10.1	25.6	-8.5	3.2	16.1	0.1	27.4
CCOc1ccccc1C(=O)N1CCOCC1	-1.4	-21.9	8.3	19.0	-7.0	-16.3	-0.5	4.6
CCOn1c(=O)c(-c2cccs2)[n+]([O-])c2ccccc21	-0.3	-26.4	-8.4	-3.8	4.1	-4.0	-0.9	61.8*
CSc1nnnn1CCn1nnnc1SC	-1.5	-16.5	-21.1	-9.6	16.8	0.8	-0.2	9.9
Cc1cccc(C(=O)N/N=C/c2cc(Br)c(Br)o2)c1	2.9	-25.6	24.5	-19.7	-1.7	1.4	1.9	60.5*
O=C(NCCCNC(=O)c1ccc(F)cc1)c1ccc(F)cc1	-1.8	6.4	-13.7	-16.7	-3.9	-13.2	-0.8	-9.0
CCC(C)NC(=O)CC(NS(=O)(=O)c1ccc(NC(C)=O)cc1)C(C)C (configuration not stated)	1.6	7.9	-2.6	6.4	-2.7	-6.6	-0.5	4.8
CCOc1ccc(NC(=O)CN(C)C(=O)CC(NC(=O)c2ccccc2)c2ccccc2)cc1OCC (configuration not stated)	3.0	0.7	28.8	10.6	5.4	7.5	-0.9	13.3
COCCNC(=O)CCn1c(=O)oc2ccccc21	-1.7	10.6	16.8	-12.1	-2.4	-9.8	0.7	6.7
O=C(NNC(=O)c1ccc(Cl)c(Cl)c1)c1ccncc1	0.0	10.2	-17.3	16.3	1.4	1.0	1.7	-0.9
Cc1ncoc1C(=O)Nc1nccs1	3.2	4.0	12.7	-19.5	-1.3	0.8	-0.1	-12.3
CCOC(=O)C1CN(S(=O)(=O)c2ccc(Cl)cc2)c2cc(S(=O)(=O)CC)ccc2O1 (configuration not stated)	-0.1	1.6	20.3	5.5	-4.9	-3.4	-0.6	0.5
O=C(c1ccc([N+](=O)[O-])s1)N1CCN(c2ccc(C(F)(F)F)cn2)CC1	3.1	8.4	11.8	-42.3	5.3	21.3	1.4	32.3
COc1ccc(Br)cc1/C=N/N1CCN(Cc2ccccc2)CC1	-1.6	-3.5	1.0	14.9	-5.5	-10.4	-2.4	13.5
COc1ccc(C(=O)NNC2=NS(=O)(=O)c3ccccc32)cc1OC	-5.8	21.6	13.5	7.6	-2.5	8.3	1.9	2.6
Cn1nc(C(=O)Nc2ccccc2)c2c1-c1ccccc1S(=O)(=O)C2	-1.9	22.6	17.1	5.9	3.8	3.7	0.9	-7.1
CC(C)CCN1C(=O)c2ccc(C(=O)Nc3ccc(O)cc3C(=O)O)cc2C1=O	1.5	-14.0	-40.3	21.3	-5.0	-21.3	1.2	15.0
CSc1nc(N)n2nc(-c3ccccc3)cc2n1	6.7	-106.9	-49.3	-1.8	3.6	-86.0	5.0	8.0
COc1ccc(OCC(=O)Nc2cc(S(=O)(=O)N3CCCCC3)ccc2OC)cc1	-3.6	-11.7	1.6	6.1	5.9	7.3	1.4	22.1
c1ccc2c(-c3[nH]ncc3CNCCCn3ncc4ccccc43)cccc2c1	-2.0	7.3	21.0	-5.8	-2.1	7.7	-1.4	21.1
CC1CCC/C(=C\c2ccc(O)cc2)C1=O (configuration not stated)	4.8	-16.2	-0.1	5.6	0.4	-6.7	2.5	47.4
N#Cc1ccccc1CSC1=NCCS1	-2.6	4.1	-15.4	14.2	-1.8	-1.9	0.4	-1.9
CC(C)(C)c1ccc(C(=O)c2c[nH]c(C(=O)NCc3cccs3)c2)cc1	-4.0	-11.1	-14.9	8.6	-1.1	-6.4	-0.9	11.7
CCN1C(=O)N[C@@H](c2cccc(F)c2)C(C(C)=O)=C1C	-0.8	-6.3	17.9	6.9	-4.5	2.7	2.1	17.3
CCN1CCCC1CNS(=O)(=O)c1cc(Br)cc2c1N(C(=O)C1CC1)CC2 (configuration not stated)	0.8	7.2	-1.1	15.7	-0.6	6.4	-0.2	0.0
C[C@@]12C(=O)N(c3ccc(Br)cc3)C(=O)N1[C@@H]1c3ccccc3OC[C@@H]1[C@H]2c1ccccc1	-1.3	8.0	22.1	2.8	-3.9	-1.2	0.7	39.3
O=C(NCCc1ccccc1)/C(=C/c1ccco1)c1ccccc1	1.1	4.5	-11.9	-5.1	-1.5	-3.2	0.0	37.3
CCC(Oc1cc(Cl)ccc1Cl)C(=O)NN1C(=O)C2C3CCC(C3=C(C)C)C2C1=O (configuration not stated)	-1.1	-5.9	17.8	2.6	1.4	-8.9	-1.3	5.4
CCN(CC(=O)Nc1cc(Cl)ccc1C)C(=O)c1ccc2c(=O)n3c(nc2c1)CCC3	-3.6	-7.3	2.2	-24.2	-1.0	-3.2	-0.5	6.5
O=C(CCN1C(=O)c2ccc([N+](=O)[O-])cc2C1=O)Nc1ccc(O)cc1C(=O)O	-3.4	21.3	4.2	-72.6	7.1	-18.0	-1.1	23.6

One compound at a time (already shown). Order of values: UPR XBP1 act, 697 NFkB inh, Mdm2 MdmX PPI, APJ antag, APJ ag, Jurkat NFkB inh, UPR CHOP act, tim23-1 inh
`O=C(NCCc1ccccc1)/C(=C/c1ccco1)c1ccccc1` in the list: 1.1, 4.5, -11.9, -5.1, -1.5, -3.2, 0.0, 37.3
`C[C@@]12C(=O)N(c3ccc(Br)cc3)C(=O)N1[C@@H]1c3ccccc3OC[C@@H]1[C@H]2c1ccccc1` in the list: -1.3, 8.0, 22.1, 2.8, -3.9, -1.2, 0.7, 39.3
`O=C(CCN1C(=O)c2ccc([N+](=O)[O-])cc2C1=O)Nc1ccc(O)cc1C(=O)O` in the list: -3.4, 21.3, 4.2, -72.6, 7.1, -18.0, -1.1, 23.6
`COc1ccc(OCC(=O)Nc2cc(S(=O)(=O)N3CCCCC3)ccc2OC)cc1` in the list: -3.6, -11.7, 1.6, 6.1, 5.9, 7.3, 1.4, 22.1

Part of the list above, reduced to 697 NFkB inh and tim23-1 inh.
SMILES	697 NFkB inh	tim23-1 inh
CC(C)(C)c1ccc(C(=O)c2c[nH]c(C(=O)NCc3cccs3)c2)cc1	-11.1	11.7
CCN1C(=O)N[C@@H](c2cccc(F)c2)C(C(C)=O)=C1C	-6.3	17.3
CCN1CCCC1CNS(=O)(=O)c1cc(Br)cc2c1N(C(=O)C1CC1)CC2 (configuration not stated)	7.2	0.0
C[C@@]12C(=O)N(c3ccc(Br)cc3)C(=O)N1[C@@H]1c3ccccc3OC[C@@H]1[C@H]2c1ccccc1	8.0	39.3
O=C(NCCc1ccccc1)/C(=C/c1ccco1)c1ccccc1	4.5	37.3

(cont.)
SMILES	UPR XBP1 act	697 NFkB inh	Mdm2 MdmX PPI	APJ antag	APJ ag	Jurkat NFkB inh	UPR CHOP act	tim23-1 inh
O=C(NC1CCCCC1)C(c1ccncc1)N(Cc1ccccc1)C(=O)c1ccc(-c2ccccc2)[nH]1 (configuration not stated)	2.8	15.5	35.2	21.1	-4.3	4.8	1.6	3.3
O=C1c2cc(F)ccc2OC2(CCNCC2)C12CC(c1ccccc1)=NO2 (configuration not stated)	-1.2	13.7	11.6	-5.4	-2.8	16.3	0.1	-7.2
O=S(=O)(Nc1ccncc1)c1cc(Cl)ccc1Cl	-4.2	14.1	-22.4	-1.2	-2.0	-9.5	1.6	10.1
COC(=O)C1CCN(C(=O)COC(=O)c2ccc3[nH]c4c(c3c2)CCCC4)CC1	7.6	-7.0	-12.1	-8.5	-3.8	6.5	3.4	34.6
CCn1c(SCC(=O)NCC2CCCO2)nc2c(c1=O)SCC2 (configuration not stated)	-4.5	14.3	29.9	23.2	6.0	8.5	0.7	16.7
O=C(COC(=O)/C=C/c1ccc(OC(F)F)cc1)Nc1ccc(S(=O)(=O)N2CCCC2)cc1	0.9	17.8	4.0	-7.2	-1.2	-8.5	-1.1	16.5
Fc1cccc(COc2ccccc2C(=S)N2CCCC2)c1	1.7	-4.0	-4.1	-4.3	1.0	-1.1	0.7	24.1
O=C(NC1CCCCC1)c1ccc([N+](=O)[O-])o1	-2.6	-6.5	29.3	-30.0	-1.1	12.6	11.2	42.5
Cc1c(NS(=O)(=O)c2cc(C(=O)N(C)Cc3ccccc3)ccc2Cl)c(=O)n(-c2ccccc2)n1C	-2.0	1.0	24.0	19.1	-3.9	10.4	0.7	2.6
CC1CCN(C2(O)C(=O)Nc3ccc(Br)cc32)CC1 (configuration not stated)	0.1	6.2	-19.4	-4.1	3.3	-19.5	4.0	37.8
COC(=O)c1ccc(N/C=C\C(=O)c2ccc3c(c2)OCO3)cc1	-3.9	-45.2	-27.3	-19.9	-2.4	-40.3	3.2	-29.7
COc1ccc(CCC(=O)NC2CCCN(Cc3ccc(Cl)cc3)C2)cc1OC (configuration not stated)	-0.5	-10.2	-6.7	12.4	1.0	-4.8	0.9	0.0
Cc1ncc(CO)c(/C=N/NC(=O)c2ccc(O)cc2)c1O	-5.4	1.8	-33.8	14.2	-2.5	1.3	0.6	18.1
CCc1c(C)[nH]n(CCC#N)c1=O	1.5	7.8	6.7	10.8	-3.3	8.5	1.5	9.7
CCn1c(=N)n(CC(=O)c2ccc(Br)s2)c2ccccc21	3.4	-22.8	-12.6	15.8	-4.2	-26.7	0.7	1.9
Cc1csc(SCC(=O)NC(C)c2ccccc2)n1 (configuration not stated)	-3.1	1.9	13.8	11.2	-1.2	-0.4	-1.8	3.0
CCC(=O)N1CCc2cc(S(=O)(=O)NC(C(=O)NCc3ccc(C)cc3)C(C)C)ccc21 (configuration not stated)	-1.9	-31.5	24.9	0.0	2.9	11.2	1.0	-9.5
Oc1[nH]c2ccccc2c1N=Nc1c(F)c(F)c(Cl)c(F)c1F	-4.6	-15.7	2.0	12.5	-1.5	-14.1	5.1	11.3
C=CCn1c(C)nc2c(sc3nc4c(cc32)COC(C)(C)C4)c1=O	6.1	-97.1	-39.0	8.0	0.2	-74.7	5.1	13.9
O=C1Nc2ccccc2C1c1ncc(C(F)(F)F)cc1Cl (configuration not stated)	-2.4	-16.3	-12.6	19.7	-2.3	-3.3	-0.4	18.8
